Screening results (PubChem)
All columns: NCI-60 one-dose screen, growth in % after 48 h at 10 µM unless noted; 100 = growth as untreated, 0 = no growth, -100 = all killed.
SR: SR leukemia cells; AID 1794780; actives 8.7% (n = 73,000)
CCRF-CEM: CCRF-CEM leukemia; AID 1794778; actives 7% (n = 77,000)
MDA-MB-468: MDA-MB-468 breast cancer | actives 8.5% (n = 78,000)
MOLT-4: MOLT-4 leukemia cells | actives 6.9% (n = 80,000)
MDA-MB-435: MDA-MB-435 melanoma; actives 7.8% (n = 82,000)
K-562: K-562 leukemia | actives 7.4% (n = 78,000)
HOP-62: HOP-62 NSCLC; actives 3.9% (n = 80,000)
RPMI-8226: RPMI-8226 leukemia cells; actives 7.5% (n = 77,000); AID 1794781
* = called active by the depositor; nt = not tested or not shown; & = joins results of further samples. Rule for the calls: active = growth percent below 10; inactive = the rest. The order is random; any-hit rate near 15%.

SMILES	SR	CCRF-CEM	MDA-MB-468	MOLT-4	MDA-MB-435	K-562	HOP-62	RPMI-8226
O=C(O)C(F)Cc1ccccc1 (centres undefined)	nt	84	90	108	94	100	124	98
O=C1CC[C@@H](C(=O)N[C@H]2CSSC[C@@H](C(=O)N/C=C/c3ccc(O)cc3)NC(=O)[C@H](Cc3ccccc3)NC(=O)[C@@H]3CCCN3C(=O)[C@@H]3CCCN3C2=O)N1	99	68	90	89	104	94	78	96
CN1CCN(CC(O)COc2ccc(C(C)(C)c3ccc(OCC(O)CN4CCN(C)CC4)cc3)cc2)CC1 (centres undefined)	81	88	102	84	97	86	95	81
C=C(C)C(=O)Nc1c(C)cccc1C	nt	nt	94	99	101	102	99	101
COc1ccc(/C=C2\SC(=O)N(Cc3cc(=O)oc4ccc(C)cc34)C2=O)cc1	82	93	111	99	105	94	nt	101
COC(=O)[C@H](Cc1ccccc1)NC(=O)[C@@H](N)CC(=O)O	103	97	101	104	107	99	103	103
O=C(COc1ccc(NC(=O)Nc2ccc(Cl)cc2)cc1)N/N=C/c1cccc(O)c1	80	95	107	97	106	97	98	100
N=C(N)c1ccc(Oc2ccc3ccc(=O)oc3c2)cc1	89	90	106	91	103	83	113	97
Cc1ccccc1S(N)(=O)=O	98	118	nt	122	98	132	98	88
Cc1n(Cc2ccc3ccccc3n2)cc[n+]1Cc1ccc2ccccc2n1	49	76	8.1*	98	63	36	91	25
COc1cccc(C(=O)Nc2cccc(C#Cc3cccc4[nH]nc(N)c34)c2)c1	nt	29	25	nt	1.9*	nt	63	39
Cc1cc(=O)oc2cc(OCC(O)CNN3C(=O)c4cccc5c(N6CCN(C)CC6)ccc(c45)C3=O)ccc12 (centres undefined)	81	97	108	90	57	80	100	97
COc1cccc(/C=C2/C[C@]3(C)[C@H]4CC[C@@H]5[C@@H](C(=O)/C=C/c6cccc(OC)c6OC)CC[C@@]5(C)[C@]4(C)CC[C@H]3C(C)(C)C2=O)c1OC	nt	87	90	81	95	78	113	75
CCCC(=O)CC(=O)c1cccs1	102	101	99	110	102	nt	98	104
CCCCCCCC(=O)SCC/C=C/[C@@H]1CC(=O)NCc2nc(cs2)C2=N[C@@](C)(CS2)C(=O)N[C@@H](C(C)C)C(=O)N1	6.5*	21	41	9.4*	6.0*	6.8*	12	-6.3*
Nc1ccc(F)cc1[N+](=O)[O-]	101	102	118	100	95	103	104	100
CCCCCN1C=C/C(=C\C(=O)N(C)c2ccc(Oc3ccccc3)cc2)c2ccccc21	82	75	22	71	91	49	87	69
CCCOC(=O)N[C@H]1CCc2cc(OC)c(OC)c(OC)c2-c2ccc(SC)c(=O)cc21	4.8*	4.2*	-17*	7.0*	-40*	7.7*	39	5.4*
C[N+](C)(C)CCNC(=O)c1ccc(OCc2ccccc2)cc1	114	103	97	110	nt	104	106	nt
O=C(NNc1nc(NCCc2c[nH]c3ccccc23)nc(N2CCN(C(c3ccccc3)c3ccccc3)CC2)n1)c1ccccc1	73	73	64	55	93	63	91	65
CC1(C)CC[C@]2(C(=O)O)CC[C@]3(C)C(=CC[C@@H]4[C@@]5(C)C/C(=C/c6ccccn6)C(=O)C(C)(C)[C@@H]5CC[C@]43C)[C@@H]2C1	73	75	102	70	98	50	104	64
O=C(CC(CC(=O)c1ccccc1)c1ccncc1)c1ccccc1	94	85	153	101	104	99	109	98
C=C1CC[C@H](O)C/C1=C/C=C1\CCC[C@]2(C)C([C@H](C)/C=C/[C@H](C)C(C)C)CC[C@@H]12 (some centres undefined)	76	81	68	60	97	58	81	89
COc1ccc(-n2c(/C=C3\C(=O)Nc4ccccc43)ccc2CO)cc1	105	98	96	90	95	91	95	95
COc1ccc(/C=C/C(=O)N2CCC(O)CC2)cc1OC1CCCC1	108	119	114	98	103	102	95	107
COc1ccc(OC)c(/C=C2\N=C(c3ccccc3)N(c3ccc(-c4nc5ccc(C)cc5s4)cc3)C2=O)c1	63	42	nt	28	70	46	59	44
CC(=O)NC1C(Nc2ccc(S(=O)(=O)Nc3cc(C)nc(C)n3)cc2)OC(CO)C(O)C1O (centres undefined)	83	62	nt	107	100	94	98	84
Cc1ccc(CC(=O)O)cc1	101	89	114	92	112	97	98	91
COc1ccc(Cn2cc3c(c2-c2cc(OC)c(OC)c(OC)c2)CCCc2cnoc2-3)cc1OC	60	70	79	58	97	66	108	63
O=C(OC(OC(=O)c1cc(Cl)cc(Cl)c1)c1cccc2ccccc12)c1ccccc1 (centres undefined)	95	94	111	103	111	92	100	98
CC1=C(C)C(=O)C(N2CCC(c3ccccc3)CC2)=CC1=O	nt	44	46	nt	95	nt	91	49
O=C(Nc1cccc(-n2ccc3c(NC(=O)c4ccccc4)nccc32)c1)Nc1cc(C(F)(F)F)cc(C(F)(F)F)c1	-15*	-4.3*	7.4*	7.1*	-34*	4.2*	36	-31*
CC(=O)c1c(C)nc2ccccc2c1/C=C/c1ccc(C(F)(F)F)cc1	53	75	30	72	72	35	86	51
S=c1oc(-c2cc(-c3ccccc3)nc3ccccc23)nn1CN1CCOCC1	98	98	109	90	108	89	97	96
COc1ccc2c(c1)c(-c1nc(-c3c[nH]c4ccncc34)cs1)cn2C	-26*	-45*	-61*	-43*	-92*	-61*	-83*	-37*
COc1cc(/C=C2\Oc3cc(OCC(=O)c4ccc([N+](=O)[O-])cc4)ccc3C2=O)cc(OC)c1OC	nt	100	99	117	102	109	102	70
COc1ccc(OC)c(-c2nc(SCC(=O)c3ccc(Cl)cc3)[nH]c(=O)c2C#N)c1	95	102	97	95	97	91	102	109
COc1ccc2nc(Cl)c(-c3nc4ccccc4s3)cc2c1	95	83	114	91	105	86	92	81
C/C(=N/NC(=O)c1cc2ccccc2oc1=N)c1ccc(C)cc1	nt	91	96	89	97	96	112	95
O=[N+]([O-])c1ccc2[nH]ccc2c1	94	111	107	86	98	106	73	105
O=C(Nc1ccc(S(=O)(=O)Nc2ncccn2)cc1)c1ccc(-n2c(=O)[nH]c3ccccc3c2=O)cc1	98	106	107	101	111	87	96	103
Cc1c(C(=O)NCCN(C)C)n(C)c(=O)c2ccccc12	nt	nt	101	107	105	110	104	101
O=C(Nc1nc2ccccc2s1)c1cccs1	82	88	52	83	99	75	77	64
Cc1ccc(-c2nc(C#N)c(N3CCN(S(=O)(=O)c4ccc(C)cc4)CC3)o2)cc1	78	101	99	83	96	87	106	92
COc1ccc(C(O)(CCC(C)C)C(CN2CCOCC2)c2ccc(Cl)cc2)cc1 (centres undefined)	11	34	81	34	nt	15	64	47
COc1cc(NS(C)(=O)=O)ccc1Nc1c2ccc([N+](=O)[O-])cc2nc2c(C)cccc12	16	-12*	nt	-8.6*	27	4.6*	-2.7*	-20*
NC(=O)OCC(N)C(=O)O (centres undefined)	85	108	126	99	118	118	108	99
COC(=O)c1ccccc1NC(=O)Nc1ccc(Cl)cc1	109	102	110	132	97	105	93	105
Cc1ccc(S(=O)(=O)Nc2cc(C)nc3ccccc23)cc1	nt	nt	70	nt	50	nt	83	90
Cc1cc(O)c(C(C)C)cc1NC(=O)Nc1ccc(Cl)cc1	95	101	82	81	88	88	79	81
Cc1ccc(-n2nnc(C(=O)O)c2C2CCCO2)cc1 (centres undefined)	92	92	98	91	97	nt	85	97
Cn1c(=O)ccc2c(=O)c3c(ccc4ccccc43)oc21	78	106	105	86	104	nt	112	nt
COC(=O)CN(C(C)=O)c1ccccc1C(=O)OC	94	98	97	105	109	100	99	nt
Cn1cc(/C=N/Nc2ccc(Br)cn2)c2ccccc21	97	99	114	87	101	96	99	99
COC(=O)[C@H]1[C@H](OC)[C@@H](OC(=O)/C=C/c2ccncc2)CC2CN3CCc4c([nH]c5cc(OC)ccc45)[C@@H]3C[C@@H]21 (some centres undefined)	78	57	54	78	78	57	79	57
N#CN1CCC[C@H]1C(=O)N1CCc2c(-c3[nH]nc4ncccc34)cccc21	6.8*	18	-19*	7.3*	-62*	4.5*	-10*	18
COC(=O)C1=C(C(=O)ONCCN(C)C)C2C=CC1(C(Cc1ccccc1)Nc1ccc(F)cc1)O2 (centres undefined)	11	2.0*	75	31	101	10	101	71
COC(=O)C1(C2CCCCCCC2=O)NC(=S)NC(=O)C1C#N (centres undefined)	107	101	104	105	116	93	112	122
Cc1ccc(S(=O)(=O)CC(=O)c2cc3cc(Br)ccc3o2)cc1	97	119	105	102	100	96	102	96
Cc1ccc(/C=C/CC(=O)Nc2ccc(C(=O)Nc3ccc(F)cc3N)cc2)cn1	46	23	54	45	47	34	59	20
Next section.
SMILES	SR	CCRF-CEM	MDA-MB-468	MOLT-4	MDA-MB-435	K-562	HOP-62	RPMI-8226
O=C(N/N=C/c1ccc(Cl)cc1Cl)c1ccccc1	89	92	78	82	89	83	94	87
CN(C)c1ccc(/C=N\NC(=O)c2ccc3nc(-c4ccc(Cl)cc4)[nH]c3c2)cc1	21	21	76	24	94	39	61	67
O=C(O)c1cccc2c1Cc1ccccc1-2	109	108	120	106	98	115	94	104
CCCCCCN(N)C(=O)CC#N	101	110	94	85	96	98	90	106
CCOC(=O)c1cccnc1	100	98	102	99	104	97	112	113
CC(C)C(=O)Nc1cccc(Cl)c1	101	93	120	96	106	97	96	96
Cc1cc(C)c2cc(N)c(Cl)nc2n1	109	90	107	110	89	95	88	100
CC(C)(C)CC(C)(C)Nc1nc(NC(C)(C)CC(C)(C)C)nc(NC(C)(C)CC(C)(C)C)n1	85	91	86	81	109	82	109	82
Cc1ccc(C(=O)NN2C(=O)CSC2c2cccc(Oc3ccccc3)c2)cn1 (centres undefined)	105	91	106	125	101	108	102	92
CC(C)(O)S(=O)(=O)O	93	101	93	105	109	106	104	nt
COc1cc2ccnc(/C=N\O)c2cc1OC	98	101	101	98	97	101	112	94
COc1ccc(C2=Cc3[nH][nH]c(=O)c3C(c3ccc(OC)cc3)C2)cc1 (centres undefined)	89	88	106	84	104	90	71	111
O=C1CC(c2ccc(Cl)cc2)c2ncn(-c3cccc(Cl)c3)c2N1 (centres undefined)	27	60	41	44	-17*	24	51	58
CS(=O)(=O)Nc1ccc(CC#N)cc1	104	107	116	106	102	98	103	116
CC1(C)CC[C@]2(C(=O)N3CCNCC3)CC[C@]3(C)C(=CC[C@@H]4[C@@]5(C)CC[C@H](O)C(C)(C)[C@@H]5CC[C@]43C)[C@@H]2C1	111	104	99	112	102	103	100	107
Nc1nc2c(nc(N)n2[C@@H]2O[C@H](CO)[C@@H](O)[C@H]2O)c(=O)[nH]1	87	102	102	96	103	96	92	nt
CC1(C)CC[C@@]23CC[C@@]4(C)[C@]5(C)CC[C@H]6C(C)(C)C(=O)CC[C@]6(C)[C@H]5CC(=O)[C@]4(OC2=O)[C@@H]3C1	nt	88	103	95	96	99	81	97
CC1(C)O[C@@H]2C(O)[C@@H]3OC(C)(C)O[C@H]3C(O)[C@@H]2O1 (some centres undefined)	109	106	103	108	101	108	105	117
COc1cc2c(c(OC)c1OC)C1(NCC2)C(=O)Nc2ccccc21 (centres undefined)	83	87	99	78	96	92	92	94
ClCC(Cl)C1CC2C=CC1C2 (centres undefined)	82	nt	107	83	107	93	100	97

Fetched one by one from the entries so far, four records:
SMILES	SR	CCRF-CEM	MDA-MB-468	MOLT-4	MDA-MB-435	K-562	HOP-62	RPMI-8226
Cc1cc(=O)oc2cc(OCC(O)CNN3C(=O)c4cccc5c(N6CCN(C)CC6)ccc(c45)C3=O)ccc12 (centres undefined)	81	97	108	90	57	80	100	97
O=[N+]([O-])c1ccc2[nH]ccc2c1	94	111	107	86	98	106	73	105
Cc1cc(C)c2cc(N)c(Cl)nc2n1	109	90	107	110	89	95	88	100
Cn1cc(/C=N/Nc2ccc(Br)cn2)c2ccccc21	97	99	114	87	101	96	99	99

The listing continues.
SMILES	SR	CCRF-CEM	MDA-MB-468	MOLT-4	MDA-MB-435	K-562	HOP-62	RPMI-8226
CC(=O)OC(c1cc2c(cc1Br)OCO2)C(C)Br (centres undefined)	100	103	93	101	101	112	92	98
COc1ccc(Nc2nccc(Nc3ccc4[nH]ncc4c3)n2)cc1	4.4*	-1.7*	44	1.4*	35	5.0*	49	2.7*
O=C(/C=C/C=C/c1ccccc1)c1ccccc1	69&82	73&92	63&92	97&93	86&111	85&107	107&109	50&83
Cc1cc(NC(=O)Nc2cc(F)ccc2F)no1	73	98	95	102	107	nt	93	78
Cn1cnc2c(NCCO)ncnc21	100	92	107	101	102	100	96	99
O=c1c2cccc(F)c2sc2c(NCCCNCCO)nc3ccccc3c12	-17*	23	-18*	-6.2*	6.9*	-20*	45	nt
COc1ccc2c(c1OC)OCC2C (centres undefined)	50	104	70	98	20	50	73	103
Cc1ccc(C(C)C)cc1C(=O)C[n+]1ccccc1	86	113	107	88	101	105	92	114

Full records from above. Screens in order: SR | CCRF-CEM | MDA-MB-468 | MOLT-4 | MDA-MB-435 | K-562 | HOP-62 | RPMI-8226
`COc1ccc(Nc2nccc(Nc3ccc4[nH]ncc4c3)n2)cc1` as listed: 4.4* | -1.7* | 44 | 1.4* | 35 | 5.0* | 49 | 2.7*
`O=c1c2cccc(F)c2sc2c(NCCCNCCO)nc3ccccc3c12` as listed: -17* | 23 | -18* | -6.2* | 6.9* | -20* | 45 | nt
`COc1ccc2c(c1OC)OCC2C` (centres undefined) as listed: 50 | 104 | 70 | 98 | 20 | 50 | 73 | 103
`Cn1cnc2c(NCCO)ncnc21` as listed: 100 | 92 | 107 | 101 | 102 | 100 | 96 | 99
`Cc1ccc(C(C)C)cc1C(=O)C[n+]1ccccc1` as listed: 86 | 113 | 107 | 88 | 101 | 105 | 92 | 114
